Screens as filed in PubChem BioAssay.
proCasp7 act – activates human procaspase-7, counter-screen for procaspase-3 activators | AID 463210 | P55210 | recombinant procaspase-7, Ac-DEVD-pNA absorbance 405 nm; D23A/D198A/D206A triple mutant, cannot self-cleave; scale: DMSO 0, 5 µM enzyme 100 | 0.093% of 330,000 active | activation, % at 8.5 µM;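 active = percent activation above the screen-wide mean plus 3 SD, cut at about 25% in these data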
Target sequence (P55210 whole entry D23A/D198A/D206A): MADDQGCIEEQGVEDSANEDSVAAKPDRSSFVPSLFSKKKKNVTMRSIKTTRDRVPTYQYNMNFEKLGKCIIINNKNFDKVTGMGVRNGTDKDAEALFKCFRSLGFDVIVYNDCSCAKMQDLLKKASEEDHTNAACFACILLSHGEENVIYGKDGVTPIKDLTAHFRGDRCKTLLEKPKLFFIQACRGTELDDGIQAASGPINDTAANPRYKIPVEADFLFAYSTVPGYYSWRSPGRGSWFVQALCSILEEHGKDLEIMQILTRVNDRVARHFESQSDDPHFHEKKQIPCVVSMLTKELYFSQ
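signal = Epi-absorbance of released pNA at 405 nm, two timepoints | assay system = Uncleavable procaspase-7 mutant enzyme | reagent = Ac-DEVD-pNA substrate, 400 µM as added | times = 1 h enzyme–compound preincubation and 2 h substrate reaction, both 25 °C | benchmarks = low DMSO alone, high DMSO plus 5 µM PC-7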
Efflux pump mplx – inhibitors of Candida antifungal efflux pumps expressed in yeast | S. cerevisiae Candida pump triplex, Nile Red efflux | inhibition, % at 10 µM | 0.44% of 330,000 active | AID 485275;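 active = plate passing quality check with inhibition over a set limit, or well fluorescence over plate mean plus 4 SD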;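 also: Nile Red retained in pooled yeast measured as flow cytometry median fluorescence; 0% = buffer negative control and 100% = Enniatin B positive control; higher means more Nile Red kept so more efflux inhibition; some compounds called inactive have numbers as strong as hits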
TPT1 inhibitor – inhibitors of Candida albicans tRNA 2'-phosphotransferase TPT1 | recombinant caTPT1, FP RNA substrate dephosphorylation | inhibition, % at 5 µM | 0.81% of 300,000 active;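 active = inhibition above the mean of all tested compounds plus 3 SD, set per screening campaign, cut at about 24% in these data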;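 also: plate controls were DMSO alone for no effect and ferristatin control at 100 nM for full effect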
PP1 counter – blocks human PP1-alpha phosphatase, a PP5 counter-screen. P62136. purified PP1alpha, OMFP fluorescence. inhibition, % at 6.7 µM. 0.9% of 320,000 active;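 active = inhibition above the mean inhibition of all tested compounds plus 3 SD, computed separately for each screening campaign, cut at about 15% in these data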
Target sequence (P62136 whole entry, looked up): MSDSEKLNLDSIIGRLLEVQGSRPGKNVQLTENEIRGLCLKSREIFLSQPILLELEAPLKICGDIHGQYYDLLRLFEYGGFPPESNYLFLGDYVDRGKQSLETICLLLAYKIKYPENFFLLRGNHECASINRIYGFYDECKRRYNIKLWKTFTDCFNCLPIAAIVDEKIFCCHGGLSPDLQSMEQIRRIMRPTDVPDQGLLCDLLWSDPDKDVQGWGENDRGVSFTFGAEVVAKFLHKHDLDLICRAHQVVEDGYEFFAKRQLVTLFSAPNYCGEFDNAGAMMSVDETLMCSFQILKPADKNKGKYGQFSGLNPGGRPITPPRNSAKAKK
HCV core dimer – blocks dimerization of HCV core protein; 0.33% of 300,000 active; AID 1899; inhibition, % at 5 µM; TR-FRET GST/Flag-core106 dimerization, 1536-well;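 active = inhibition above the mean of all tested compounds plus 3 SD, set per screening campaign, cut at about 45% in these data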
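Material: Tagged HCV core106 pair (GST and Flag) | Amount: GST-core106 13.5 nM, Flag-core106 17 nM | Medium: KF-containing HEPES buffer, pH 7.45, DTT, CHAPS, BSA | Reagent: Eu donor and XL665 acceptor anti-tag antibodies | Schedule: 4 h at 22.5 °C | Technique: Time-resolved FRET, ex 340 nm, em 617 and 671 nm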
procasp3 activ – activates human procaspase-3; P42574; recombinant procaspase-3 D3A, Ac-DEVD-pNA absorbance 405 nm; activation, % at 8.5 µM; 0.11% of 330,000 active;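 active = activation above the mean of all tested compounds plus 3 SD, cut at about 21% in these data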;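 also: 0% = DMSO alone and 100% = DMSO wells spiked with extra 5 µM PC-3 D3A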
Target sequence (P42574 whole entry D9A/D28A/D175A): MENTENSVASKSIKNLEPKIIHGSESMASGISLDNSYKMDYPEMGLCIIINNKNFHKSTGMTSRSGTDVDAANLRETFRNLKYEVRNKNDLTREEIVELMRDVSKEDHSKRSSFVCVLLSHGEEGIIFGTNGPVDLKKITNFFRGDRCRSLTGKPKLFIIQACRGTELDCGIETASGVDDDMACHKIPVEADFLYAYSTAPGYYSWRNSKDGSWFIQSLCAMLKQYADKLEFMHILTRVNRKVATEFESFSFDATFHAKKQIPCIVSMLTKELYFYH
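Assay system: Autoprocessing-dead procaspase-3 D3A mutant enzyme; also added: Ac-DEVD-pNA; doses: one concentration, 8.5 µM nominal, 0.8% DMSO; times: 1 h compound preincubation, 2 h substrate hydrolysis at 25 °C; technique: 405 nm absorbance of p-nitroaniline, reads at 0 and 120 min; measure: % activation between DMSO and enzyme-spiked controls; repeats: single replicate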
Fh CTSL1 inh – counter-screen for PFM18AAP inhibitors: inhibitors of F. hepatica cathepsin L1 | recombinant F. hepatica cathepsin L1, Z-Leu-Arg-MCA fluorescence | inhibition, % at 5.96 µM | 0.49% of 300,000 active;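 active = inhibition above the mean of all tested compounds plus 3 SD, set per screening campaign, cut at about 17% in these data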;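 also: 0% = plate median of test compound wells and 100% = 1 µM Z-Phe-Ala-diazomethylketone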
GASC-1 inh – human JMJD2C demethylase inhibition | Q9H3R0 | GST-JMJD2C(1-420) H3K9me3 demethylation, DELFIA europium | inhibition, % at 2.35 µM | 0.069% of 330,000 active | AID 2099;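 active = more than half of a compound's replicate wells show inhibition beyond 50%, single wells judged on their own value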;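 also: signal counts dimethyl H3K9 product captured on neutravidin plate; 0% = median of DMSO wells and 100% = 0.3 times that DMSO median; strong numbers were not always called active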
PP5 inh – blocks human protein phosphatase 5 activity; inhibition, % at 6.7 µM; 0.18% of 320,000 active; purified PP5c, OMFP substrate fluorescence; AID 1987;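 active = inhibition above the campaign's mean inhibition across all tested compounds plus 3 SD, cut at about 9.5% in these data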;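 also: 0% = DMSO only and 100% = 100 µM cantharidin control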
* hit, by the source's call; · = not tested or not shown; & = joins results of further samples.

mol	TPT1 inhibitor	PP1 counter	GASC-1 inh	Fh CTSL1 inh	HCV core dimer	proCasp7 act	procasp3 activ	Efflux pump mplx	PP5 inh
CN1C(=O)C(CC(=O)Nc2ccc(F)cc2)N(Cc2cccs2)C1=S (stereo unspecified)	-2	0	-13	-2	-1	-4	-5	0.0	0.2
COc1cc(/C=C/C(=O)OCC(=O)NCCC2=CCCCC2)ccc1O	-2	-2	-10	3	-1	4	2	-0.1	-0.4
COc1ccc(C(=O)CSc2nnc(CNc3nc(-c4ccccc4)cs3)n2C)cc1	-1	6	-11&12	0	15	1	-3	0.0	4.8
O=C(Nc1ccc([N+](=O)[O-])cc1)c1ccc(S(=O)(=O)N2CCCC2)cc1	4	-2	-5	-3	-4	-2	1	0.1	4.2
Cc1ccc(NC(=O)CN2C(=O)NC3(CCCc4ccccc43)C2=O)cc1S(=O)(=O)N1CCOCC1 (stereo unspecified)	-4	-2	-36	-26	1	4	4	0.1	0.9
CSc1ccccc1NC(=O)COc1ccccc1C	1	-1	-9	0	0	6	2	0.1	-1.0
Oc1ccccc1C1CC(c2cccs2)=NC(c2ccc(Cl)cc2)N1 (stereo unspecified)	-5	-3	-3	0	2	-6	-4	0.1	-1.8
CCN(CC)S(=O)(=O)c1cc(C(=O)O)c(Cl)cc1Cl	2	0	-4	-2	-4	-1	-2	0.1	1.0
CN(c1ccc(C(=O)NCc2ccc3c(c2)OCO3)cc1)S(C)(=O)=O	-4	-4	1	0	1	6	-3	0.0	-1.2
CNC(=O)Nc1ccccc1C(=O)Nc1ccccc1	-2	-3	9	12	-1	1	-3	-0.3	2.7
CCCCn1nnnc1SCC(=O)Nc1ccc(N(C)C)cc1	-9	-6	-12	6	-9	-2	1	-0.3	-1.5
Cc1ccc2nc(SCC(=O)NC3CCCC3)nc(=O)n2c1	-3	-5	6	7	4	7	2	0.0	-3.6
Cc1noc(C)c1COC(=O)c1cc2c(C)nn(-c3ccc(F)cc3)c2s1	-2	5	6	-2	-5	7	6	0.1	0.7
O=C1NC(=S)N/C1=C\C=C\c1ccccc1	1	-5	4	0	-3	-3	-4	0.0	-2.2
CC1C2CC(CC1(C)C)N(C(=O)Nc1ccc3nccnc3c1)C2 (stereo unspecified)	-3	-1	1	1	6	0	-4	0.1	-1.6
Cc1[nH]c2ccc(F)cc2c1CCNC(=O)C1CCCCC1C(=O)OCC(F)(F)F (stereo unspecified)	0	-2	1	1	-4	-3	2	0.8	1.8
CC(C)C(NC(=S)NCc1ccccc1)C(=O)O (stereo unspecified)	-3	2	-2	-1	-6	3	0	0.1	2.8
COc1ccc(C(=O)NC(=S)N(C)Cc2ccccc2)cc1Br	4	0	10	0	5	8	-5	0.0	0.3
N#CCCN(NC1=NS(=O)(=O)c2ccccc21)C(=O)c1ccccc1Br	-1	-8	-8	-2	4	9	-4	0.0	-0.9
O=C(COc1ccc(Cl)cc1Br)NNC(=O)C(=O)N1CCCCC1	-3	2	8	-8	-2	-1	-3	-0.2	1.6
CN(Cc1nc2ccccc2c(=O)[nH]1)C(=O)c1ccccc1OCc1ccc(Cl)cc1	·	0	0	·	·	2	10	0.1	0.5
CC1(c2nnc(Cc3ccccc3)o2)CC(c2ccccc2Br)=NO1 (stereo unspecified)	6	-1	2	0	3	6	5	0.2	0.6
C=CCn1c(=S)[nH]c2scc(-c3ccco3)c2c1=O	14	19*	5	-1	42	-36	-22	0.0	-0.9
O=C(NC1CCC(O)CC1)c1ccc(Br)o1 (stereo unspecified)	·	·	-2	·	·	18	2	0.0	·
Nc1nc(NCc2ccccc2Cl)n(-c2ccccc2)n1	0	-2	141	-2	6	-2	2	0.0	4.4
COc1ccc(CNc2nc3c(c(=O)[nH]c(=O)n3C)n2Cc2ccccc2)cc1	-1	-2	-2	2	2	5	8	0.1	1.6
COCCNC(=S)Nc1ccc2nc(N3CCOCC3)cc(C)c2c1	2	-4	3	-1	-3	7	6	-0.1	0.1
Cc1ccc(C(C)(C)NC(=O)C2CCC(=O)N(CC3CCCCC3)C2)cc1 (stereo unspecified)	0	-2	-1	1	1	10	9	-0.2	-2.0
COc1ccc(NC(=O)Nc2c[nH]c(=O)[nH]c2=O)cc1	-2	-3	17	10	2	4	5	-0.2	-11
CCC(C)(C(=O)NC1CCCC1)N(Cc1cccs1)C(=O)c1ccc2c(c1)OCO2 (stereo unspecified)	2	-2	-2	-33	-6	0	2	0.3	0.7
CCOC(=O)Nc1ccc2c(c1)N(C(=O)OC)c1ccccc1CC2	2	-1	0	-1	-2	9	11	-0.1	-1.4
COc1ccc(OCc2cc(C(=O)NCc3nc(C)cs3)no2)c(Cl)c1	-3	1	-9	-4	-1	2	7	-0.1	5.5
Cc1cc(C)c(OCCCON2C(=O)CCC2=O)c(Br)c1	1	1	43	-1	0	10	1	0.1	-0.6
O=C(CSc1nc2ccccc2n1CCc1ccccc1)NC1CC1	-2	-4	-7	-2	3	8	4	0.0	0.2
Cc1ccccc1NC1=C(Cl)C(=O)OC1OC(C)C (stereo unspecified)	6	-3	-5	-2	5	4	4	0.1	-4.9
COC(=O)C(C(=O)Nc1ccccc1C)C1CCCC1 (stereo unspecified)	3	-5	-3	-5	-3	-9	2	0.2	1.9
COc1ccc(C2=NOC(C(=O)NCc3ccco3)C2)cc1OC (stereo unspecified)	-2	-5	-2	-1	-6	0	1	-0.1	-0.9
COc1cccc(C(=O)Nc2cc3c(cc2Br)OCCCO3)c1	1	2	-3	0	-5	-8	0	0.7	-1.4
COc1ccccc1N/N=C1\COC(C)(C)CC1=O	-1	-1	2	0	-6	1	-1	-0.1	4.4
CCCc1cc(C(=O)Nc2ccc(C(=O)c3ccccc3)cc2)n(C)n1	-3	1	46	2	0	1	1	0.1	5.8
N#Cc1ccc(N2Cc3ccccc3/C2=N/C(=O)Nc2ccc(Cl)cc2)cc1	-1	2	21	4	24	3	3	-0.1	2.4
Brc1ccc(-c2ccc(CNCc3ccccn3)o2)cc1	1	8	-8	0	0	-3	-5	0.3	1.6
CCc1cc(-c2[nH]ncc2-c2ccc(OC)cc2)c(O)cc1O	-4	2	-10	-3	-1	-6	-3	-0.2	5.7
O=C(COc1cccc2ccccc12)NNC(=O)CSCCO	1	-2	-7	-9	-1	7	-6	0.1	1.2
Cc1cc(C)c2c(n1)SCC(=O)N2CC(=O)Nc1c(C)cccc1C	-1	-6	-5	-2	-1	8	7	-0.1	1.6
CS(=O)(=O)c1ccc2nc(NC(=O)CN3CCC(Cc4ccccc4)CC3)sc2c1	1	3	0	-2	1	7	-3	0.0	-0.2
Cc1ccc(C(=O)COC(=O)CNC(=O)c2ccc(N3C(=O)c4ccccc4C3=O)cc2)cc1C	2	-1	0	-2	0	-4	6	0.1	4.7
Cn1ncc([N+](=O)[O-])c1C(=O)N/N=C/c1ccc(F)cc1	-4	-2	21	2	-16	7	-4	0.0	1.6
CCN1C(=O)/C(=C/N(C)c2ccccc2)OC1=S	10	1	5	-1	5	10	-4	0.2	2.5
O=C(Cc1ccc(Cl)cc1)NCCCNC(=O)c1cccnc1	-3	-1	-14	-3	-18	2	-2	-0.4	3.1
CCOC(=O)Cc1csc(NC(=O)CSc2nnc(-c3ccncc3)n2Cc2ccco2)n1	-2	2	5	-2	7	8	9	-0.1	3.0
COC(=O)c1c(NC(C)=O)sc(C(=O)Nc2ccccc2OC)c1C	-3	-4	-9	5	4	-5	4	0.8	2.7
COC(=O)c1ccccc1S(=O)(=O)N1CCC(C(=O)N(C)CCOc2ccccc2)CC1	-4	4	-5	-3	-7	-9	-18	-0.1	2.0
Cc1ccc(C)c(S(=O)(=O)N2CCCOC2CNC(=O)C(=O)NCc2cccnc2)c1 (stereo unspecified)	-1	-6	·	-1	0	-9	-4	0.0	0.2
O=C(Oc1cc(-c2ccccc2)no1)c1ccc(F)cc1	2	-2	-2	-5	-4	-5	-8	0.0	1.1
CN(CC(=O)Nc1ccc(Cl)cc1)C(=O)CNC(=O)c1cccs1	·	-3	-1	·	·	-9	-5	-0.1	1.2

Other structures:
mol	TPT1 inhibitor	PP1 counter	GASC-1 inh	Fh CTSL1 inh	HCV core dimer	proCasp7 act	procasp3 activ	Efflux pump mplx	PP5 inh
COc1ccc(C(=O)/C=C/Nc2cc(C)on2)cc1	0	6	5	5	2	4	-4	0.1	2.1
O=C1c2ccccc2C(Nc2ccc(Cl)cn2)N1c1cccnc1 (stereo unspecified)	-3	1	0	-5	6	1	-2	0.0	1.3
Cc1cc(C)n2nc(SCC(=O)NC(=O)c3ccccc3)nc2n1	·	·	-4	·	·	7	-2	0.1	·
COc1cc2c(cc1OC)-c1cc(NCc3ccccn3)nc(=O)n1CC2	1	20*	-19	-2	-5	-17	-1	0.1	6.8
Cc1ccccc1CSc1nsc(N)n1	3	-1	-5	-2	0	15	7	0.1	2.1
Cc1noc(C)c1S(=O)(=O)N(C)C[C@H]1Oc2ccc(NC(=O)NC3CCCCC3)cc2C(=O)N([C@H](C)CO)C[C@@H]1C	·	·	9	·	·	-2	-3	0.2	·
Cc1ccc(C(=O)Nc2scc(-c3ccccc3)c2C(=O)O)cc1	-2	0	26	-1	-1	8	-1	-0.1	-0.2
CCOc1ccc(NC(=O)N(CCN2CCOCC2)Cc2ccc3c(c2)CCCN3CC)cc1	3	-10	-15	-3	-5	-20	-10	0.1	0.7
COC(=O)c1ccccc1NC(=O)Cn1nc2n(C)c3ccccc3n2c(=O)c1=O	-2	2	3	-5	-2	4	4	0.1	0.6
CN(C)S(=O)(=O)c1ccc(C(=O)OCC(=O)Nc2ccc(OC(F)F)cc2)cc1	-2	4	4	0	-2	-1	0	0.0	-0.2
CC(C)(C)c1ccc(C(=O)CCC(=O)OCC(=O)NCCc2ccc(S(N)(=O)=O)cc2)cc1	·	-1	-7	·	·	11	-10	-0.1	1.5
CCOCCCNC(=O)c1cc2c(=O)n3ccccc3nc2s1	-4	-2	-28	0	2	0	2	0.0	2.9
c1ccc2c(c1)NC1(CCCCC1)n1c-2nc2ccccc21	3	-5	-1	1	-8	-3	3	-0.2	1.1
CS(=O)(=O)c1ccccc1C(=O)Nc1cc2c(cc1C(=O)O)OCCCO2	-5	1	17	1	-14	5	6	0.1	0.9
